H9c2 TAG inh – inhibitors of triacylglycerol accumulation, primary screen, cell-based, uHTS, fluorescence, H9c2; H9c2 cells, Nile Red lipid (TAG) fluorescence; cells loaded with 200 µM oleic acid; 230,000 tested, 0.66% active; inhibition, % at 12.5 µM;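 active = pattern-corrected inhibition of lipid staining of at least 50% with the nuclear-stain viability signal not falling by more than 50%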;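 also: 0% = DMSO wells and 100% = triacsin C control wells; some results filed as inactive read as strong as hits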
H9c2 TAG inh DAPI viability – also measured in H9c2 TAG inh; calls as there; DAPI nuclei signal change (viability), lower = more cytotoxic, %;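 whole-well DAPI fluorescence read on a plate reader as a viability signal; minus 50 percent equals half of cells still viable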
An asterisk follows results filed as active. Some of the compounds tested (hit frequency here may not be typical).

entry	Molecule	H9c2 TAG inh DAPI viability	H9c2 TAG inh
1	CCOC(=O)[C@@H]1[C@H]2COc3ccc(Br)cc3[C@@H]2N2C(=O)N(c3ccc(OC)cc3)C(=O)[C@]12C	-2	3
2	O=C(Nc1ncccn1)c1cccs1	9	-8
3	O=C(CSc1cccc[n+]1[O-])Nc1ccc2c(c1)OCO2	0	-3
4	Cc1cc(NC(=O)CSc2nc3ccccc3c(=O)n2Cc2ccccc2)no1	1	11
5	Cc1ccc(-c2noc(-c3ccccc3C(=O)N3CCN(C)CC3)n2)cc1	-12	12
6	CN(Cc1ccc(OC(F)F)cc1)C(=O)/C=C/c1ccc(S(=O)(=O)N2CCOCC2)cc1	12	-24
7	COc1ccc(CC(=O)NC(=S)Nc2cccc(CO)c2)cc1	2	0
8	CC(/C=C/c1ccccc1F)=N\NC(=O)c1ccccc1	-5	-35
9	Cc1ccc(S(=O)(=O)N2CCOCC2)cc1C(=O)N1c2ccccc2Sc2ccccc21	-7	9
10	Cc1ccc(OCC(=O)Nc2c3c(nn2C(C)(C)C)CS(=O)(=O)C3)cc1	1	18
11	Cc1ccc(Cn2c(S(=O)(=O)O)nc3ccccc32)cc1	11	-12
12	COc1cc(OC)cc(C(=O)N(Cc2ccco2)c2c(N)n(Cc3ccccc3)c(=O)[nH]c2=O)c1	-7	7
13	O=C(N/N=C/c1cccnc1)c1ccco1	-14	12
14	CCOC(=O)C1CCN(S(=O)(=O)c2c(C)n(C)c(=O)n(C)c2=O)CC1	-2	-6
15	CN(C)CCN(Cc1ccc(Cl)cc1)c1ccccn1	8	-2

Four entries drawn at random from those above:
entry	Molecule	H9c2 TAG inh DAPI viability	H9c2 TAG inh
10	Cc1ccc(OCC(=O)Nc2c3c(nn2C(C)(C)C)CS(=O)(=O)C3)cc1	1	18
5	Cc1ccc(-c2noc(-c3ccccc3C(=O)N3CCN(C)CC3)n2)cc1	-12	12
6	CN(Cc1ccc(OC(F)F)cc1)C(=O)/C=C/c1ccc(S(=O)(=O)N2CCOCC2)cc1	12	-24
4	Cc1cc(NC(=O)CSc2nc3ccccc3c(=O)n2Cc2ccccc2)no1	1	11

New compounds follow
entry	Molecule	H9c2 TAG inh DAPI viability	H9c2 TAG inh
16	CSc1cccc(NC(C)C(=O)NCc2ccccc2)c1 (stereo not drawn)	-10	6
17	C/C(CCc1ccccc1)=N\NC(=O)c1ccc(CN2CCOCC2)cc1	2	10
18	COc1c(Cl)cc(-c2noc(C)c2C(=O)NCCc2ccc(C)cc2)cc1Cl	10	1
19	CCOc1ccc2c(c1)c1nnc(SCC3CCCO3)nc1n2C (stereo not drawn)	-9	13
20	COc1cc(C(=O)N2CCC(NC(=O)C(Cc3ccc(C(C)C)cc3)NC(C)=O)CC2)cc(OC)c1OC (stereo not drawn)	0	33
21	N#CC(c1ccc(Cl)cc1)c1cccc(Cl)n1 (stereo not drawn)	8	0
22	CCOCCCNC(=S)N1CCCN(c2nc3cc(C)ccc3cc2C#N)CC1	-5	-14
23	COc1ccc(NC(=O)COC(=O)c2c(C)noc2C)cc1Cl	-2	-10
24	CC(c1ccccc1)N(C)C(=O)CSc1nnc(C2CC2)n1C1CC1 (stereo not drawn)	-3	10
25	COC(=O)Cc1c(O)ccn(Cc2ccc(OC)c(OC)c2)c1=O	9	-1
26	Cc1cc(=O)[nH]c(SCC(=O)c2ccc3c(c2)NC(=O)CO3)n1	-8	11
27	CC1CCCN(S(=O)(=O)c2ccc(NC(=O)C3CC(=O)N(C(C)(C)C)C3)cc2)C1 (stereo not drawn)	-5	-2
28	C=CCN(c1ccc(Br)cc1C(=O)OC)S(C)(=O)=O	0	-10
29	COc1ccccc1C(=O)NCCC(=O)Nc1cccc(S(=O)(=O)N2CCCC2)c1	5	-4
30	CC(=O)c1ccc(OCC(=O)OCC(=O)Nc2sccc2C(N)=O)cc1	-2	3
31	CN1CCN(C(=O)CN(C2CCCCC2)S(=O)(=O)c2ccc(Br)cc2)CC1	6	6
32	CN(C)c1ccc(C(=O)c2ccccc2C(=O)O)cc1[N+](=O)[O-]	0	12
33	Cc1cc(SCC(=O)N2CCCC2)nc2ccccc12	3	-7
34	CCn1c(SCC(=O)Nc2cc(S(=O)(=O)N3CCOCC3)ccc2OC)nnc1-c1ccncc1	-11	8
35	Cc1cc(-n2c(C)cc(C(=O)CSc3ccccn3)c2C)no1	4	-12
36	CC1(C)NC(=O)N(CCC(=O)Nc2ccc(C(C)(C)C)cc2)C1=O	4	7
37	Cc1ccc2nc(Cc3ccc(N)cc3)oc2c1	-13	10
38	CC(=O)Nc1ccc(NC(=O)CSc2nnc3ccc(-c4ccc(F)cc4)nn23)cc1	3	-5
39	Cc1ccc(S(=O)(=O)N2[C@@H](c3ccc(C(C)(C)C)cc3)C(C(=O)O)=CC[C@H]2c2ccc3c(c2)OCO3)cc1	5	-1
40	O=C(Nc1nnc(Cc2ccc([N+](=O)[O-])cc2)s1)Nc1ccccc1F	-9	-2
41	CCOc1ccc(-c2cc(NC(=O)Cn3ncc4c3-c3ccccc3OC4)on2)cc1OCC	-4	-5
42	COC(=O)c1[nH]c2ccccc2c1NC(=O)CN1CCCCCC1	0	-8
43	CCCC(=O)N1CCC1(C)C(=O)Nc1scc(C)c1C#N (stereo not drawn)	-13	5
44	CN(C)c1ccc(/C=C2/NC(=O)NC2=O)cc1	-1	4
45	Cc1csc(NC(=O)CN2C(=O)C3CC=CCC3C2=O)n1 (stereo not drawn)	7	-8
46	CN(C)CCOC1c2ccccc2CSc2ccccc21 (stereo not drawn)	4	5
47	CCc1cccc(NC(=O)CN(C)S(=O)(=O)c2cccs2)c1	-18	19
48	COC(=O)Cn1c2[n+](c3ccccc31)CC(O)CS2 (stereo not drawn)	-4	15
49	COc1ccc(-c2sc3ccc(-c4ccc5c(c4)OCO5)cc3c2-c2ccc(OC)nc2)cc1	18	-52
50	O=[N+]([O-])c1ccc(O)c(C(C#Cc2ccccc2)N2CCOCC2)c1 (stereo not drawn)	2	-2
51	CCOC(=O)CNS(=O)(=O)Cc1ccccc1	7	-1
52	CC1=C(C(=O)Nc2cccnc2)C(c2ccccn2)n2nnnc2N1 (stereo not drawn)	1	7
53	CCOc1ccc(S(=O)(=O)N(C)c2ccc(OCC(=O)Nc3ccccc3F)cc2)cc1	3	-12
54	O=C(Cc1ccc(Br)cc1)N1CCN(C(=O)c2ccccc2)CC1	6	-3
55	COc1ccccc1N1CCN(CC(=O)NCCc2ccc(S(N)(=O)=O)cc2)CC1	-12	-7
56	CCCNC(=O)C1(C)CCCN(Cc2ccc(Oc3ccccc3)cc2)C1 (stereo not drawn)	12	-12
57	CCOC(=O)C1(CCOc2ccccc2)CCN(Cc2ccncc2)CC1	12	-26
58	N#Cc1nc(Cc2cccc3ccccc23)oc1NCc1ccc(F)cc1	-1	-19
59	CCN(CC)CC(=O)Nc1sc2c(c1C(=O)c1ccccc1OC)CCC2	-2	-10
60	Cc1cccc(Sc2ccc([N+](=O)[O-])cn2)c1	-3	7

Taken from above (two entries):
entry	Molecule	H9c2 TAG inh DAPI viability	H9c2 TAG inh
1	CCOC(=O)[C@@H]1[C@H]2COc3ccc(Br)cc3[C@@H]2N2C(=O)N(c3ccc(OC)cc3)C(=O)[C@]12C	-2	3
2	O=C(Nc1ncccn1)c1cccs1	9	-8

Next structures follow:
entry	Molecule	H9c2 TAG inh DAPI viability	H9c2 TAG inh
61	CC(C)N1CCN(Cc2cccn2-c2nccs2)CC1CCO (stereo not drawn)	5	11
62	COc1ccc(Cl)cc1N1C(=O)CC(N2CCN(S(=O)(=O)c3ccccc3F)CC2)C1=O (stereo not drawn)	-7	-3
63	Cc1cc(Cl)c(OCCOCCN2CCCC(C)C2)c(Br)c1 (stereo not drawn)	-13	23
64	CCCCCn1c(CN2CCN(C(=O)c3ccco3)CC2)nc2c1c(=O)n(C)c(=O)n2C	-3	2
65	CN(C)CCCN(C(=O)c1cc(Cl)sc1Cl)c1nc2cc3c(cc2s1)OCO3	1	12
66	O=C(O)c1ccc(NCCc2ccc(Cl)cc2)c([N+](=O)[O-])c1	-3	-12
67	COc1ccc(-c2ccc3c(c2)S(=O)(=O)c2cccc(C(=O)NC4CCCC4)c2C3=O)cc1OC	-6	34
68	C[C@H]1C(c2ccc(F)cc2)=NN(c2ccccc2)[C@@H]1CO	158	-2
69	COc1ccc(C(=O)Nc2ccccc2)cc1S(=O)(=O)Nc1cc(C)on1	9	1
70	COC(=O)c1ccc(CC2(C)C(=O)Nc3ccc(OC(F)(F)F)cc32)o1 (stereo not drawn)	-3	-7
71	COc1ccc(NC(=O)C(NS(=O)(=O)c2ccc3c(c2)CCCN3C(C)=O)C(C)C)c(OC)c1 (stereo not drawn)	2	-1
72	CC(/C=C/C(=O)c1ccc(C)cc1)=C\c1ccccc1	3	-7
73	Cc1ccc(Cl)c(OCC(=O)N(C)CC(=O)Nc2ccc(N3CCOCC3)cc2)c1	-2	41
74	Cc1ccc(CNC(=O)C2COc3ccccc3O2)cc1 (stereo not drawn)	22	-3
75	Nc1nc(SCC(=O)c2cccs2)n[nH]1	0	-2

A draw from above in order of count of non-hydrogen atoms, rising.
entry	Molecule	H9c2 TAG inh DAPI viability	H9c2 TAG inh
27	CC1CCCN(S(=O)(=O)c2ccc(NC(=O)C3CC(=O)N(C(C)(C)C)C3)cc2)C1 (stereo not drawn)	-5	-2
38	CC(=O)Nc1ccc(NC(=O)CSc2nnc3ccc(-c4ccc(F)cc4)nn23)cc1	3	-5
34	CCn1c(SCC(=O)Nc2cc(S(=O)(=O)N3CCOCC3)ccc2OC)nnc1-c1ccncc1	-11	8

Next part:
entry	Molecule	H9c2 TAG inh DAPI viability	H9c2 TAG inh
76	Cc1[nH]n2c(=O)c3c(nc2c1-c1cccc2ccccc12)CCC3	-1	-8
77	CC(C)C1Nc2ccc(S(=O)(=O)N3CCOCC3)cc2NC1=O (stereo not drawn)	-6	-6
78	C=CCn1c(SCC(=O)NC2CCCC2)nnc1-c1ccccn1	4	-14
79	CC(C)(C)CN1CCNC(=O)C1CC(=O)N1CCN(c2ccccc2)CC1 (stereo not drawn)	3	-1
80	COCCN=c1scc(-c2cccs2)n1/N=C/c1ccc(O)c(O)c1O	-4	19
81	CCOC(=O)C1CCN(S(=O)(=O)c2cc(Br)cc3c2N(C(C)=O)C(C)C3)CC1 (stereo not drawn)	-5	-10
82	Cn1c(O)c(N=NC(=O)c2ccco2)c2ccccc21	-13	6
83	Cc1c([N+](=O)[O-])cc(C(=O)NCc2ccc(F)cc2)cc1[N+](=O)[O-]	-6	-5
84	CSc1ccc(NC(=O)C2(C)CCN2C(=O)Cc2ccc(C(C)(C)C)cc2)cc1 (stereo not drawn)	10	-35
85	O=C(c1cc(COc2ccc(F)cc2F)on1)N1CCN(C(=O)c2ccco2)CC1	-1	-20
86	COc1ccccc1N1CCN(CCNC(=O)Nc2cccc(C)c2C)CC1	10	17
87	CC1(C(=O)NS(=O)(=O)c2cccc(C#N)c2)CCN1C(=O)Cc1ccc(-c2ccccc2)cc1 (stereo not drawn)	14	3
88	CCOc1ccccc1OCC(=O)Nc1cccc(S(=O)(=O)N2CCCCCC2)c1	-6	-22
89	COCCN(C(=O)c1csnn1)C(C(=O)NC(C)(C)C)c1cccc(OC)c1 (stereo not drawn)	6	-12

Five entries from above, reformatted.
Value order – H9c2 TAG inh DAPI viability, H9c2 TAG inh
[51] CCOC(=O)CNS(=O)(=O)Cc1ccccc1
 : 7, -1
[52] CC1=C(C(=O)Nc2cccnc2)C(c2ccccn2)n2nnnc2N1 (stereo not drawn)
 : 1, 7
[53] CCOc1ccc(S(=O)(=O)N(C)c2ccc(OCC(=O)Nc3ccccc3F)cc2)cc1
 : 3, -12
[54] O=C(Cc1ccc(Br)cc1)N1CCN(C(=O)c2ccccc2)CC1
 : 6, -3
[55] COc1ccccc1N1CCN(CC(=O)NCCc2ccc(S(N)(=O)=O)cc2)CC1
 : -12, -7

Compound activity: PubChem BioAssay, Sanford-Burnham Center for Chemical Genomics
